CYP2C19 inh: human CYP2C19 inhibition; CYP2C19 Supersomes, luciferin-H EGE luminescence, 30 min; inhibition, % at 5 µM; actives 21% (n = 96,000);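 active = CYP2C19 inhibition above a set limit at 5 µM in the primary screen, cut at about 50% in these data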;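 also: plate controls were negative control wells for no effect and 2.5 mM tranylcypromine positive control for full effect; values of inactives mirror those of a sister screen read the other way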
PLAP act: activators of human placental alkaline phosphatase. AID 696. activation fold at 20 µM. purified PLAP enzyme, luminescent substrate read-out; active compounds read high. actives 1.2% (n = 96,000). P05187; in the data active = activation fold above about 2
PostGolgi yeast: growth inhibition of a yeast mutant, post-Golgi transport screen. post-Golgi transport phenotypic cell assay. inhibition, % at 10 µM. actives 0.9% (n = 98,000). AID 739; in the data active = inhibition above about 30%;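 also: yeast cells grown in 1536-well plates; yeast grown about 18 h at 30C before absorbance read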
Pyk2 oligo antag: Pyk2 (human) oligomerization antagonism. z-score (the deposit names both 25 µM and 10 µM). Q293 cells, Pyk2 FERM NanoBiT luminescence; active compounds read low. Q14289. actives 0.83% (n = 99,000);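 active = Z-score of -3 or lower, scaled per plate to the spread of control and sample wells; inactive = z-score above -3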;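 also: negative z-score means lost luminescence so less FERM oligomerization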
Target sequence (Q14289 whole entry, looked up): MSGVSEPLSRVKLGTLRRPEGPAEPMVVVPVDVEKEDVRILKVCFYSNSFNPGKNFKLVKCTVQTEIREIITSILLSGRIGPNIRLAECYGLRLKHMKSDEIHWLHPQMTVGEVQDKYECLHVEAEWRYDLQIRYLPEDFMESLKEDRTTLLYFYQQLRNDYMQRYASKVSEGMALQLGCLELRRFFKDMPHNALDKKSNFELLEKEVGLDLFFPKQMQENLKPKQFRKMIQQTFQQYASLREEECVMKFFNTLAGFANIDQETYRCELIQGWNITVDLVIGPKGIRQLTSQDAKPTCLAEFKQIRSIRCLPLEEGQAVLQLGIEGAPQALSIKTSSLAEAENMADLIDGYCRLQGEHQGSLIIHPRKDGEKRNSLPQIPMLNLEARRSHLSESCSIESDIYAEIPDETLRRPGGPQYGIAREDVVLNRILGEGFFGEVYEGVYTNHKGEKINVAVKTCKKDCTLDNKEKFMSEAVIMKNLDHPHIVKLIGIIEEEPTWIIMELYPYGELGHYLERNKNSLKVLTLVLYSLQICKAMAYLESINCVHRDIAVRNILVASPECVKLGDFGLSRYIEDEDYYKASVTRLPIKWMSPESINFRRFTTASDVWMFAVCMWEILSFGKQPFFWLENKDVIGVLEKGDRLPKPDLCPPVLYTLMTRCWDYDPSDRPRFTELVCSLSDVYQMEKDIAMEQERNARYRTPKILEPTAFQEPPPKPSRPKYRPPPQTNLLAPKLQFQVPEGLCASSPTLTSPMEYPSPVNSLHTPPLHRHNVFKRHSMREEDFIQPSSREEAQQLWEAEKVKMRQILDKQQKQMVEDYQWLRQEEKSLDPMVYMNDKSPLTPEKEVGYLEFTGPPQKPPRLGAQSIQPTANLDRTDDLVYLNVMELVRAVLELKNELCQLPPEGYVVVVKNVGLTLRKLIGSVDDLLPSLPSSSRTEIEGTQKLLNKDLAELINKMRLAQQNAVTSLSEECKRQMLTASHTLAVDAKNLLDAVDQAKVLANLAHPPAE
CYP2C9 inh: blocks human cytochrome P450 2C9; P11712; inhibition, % at 5 µM; CYP2C9 Supersomes, luciferin-H conversion, luminescence; actives 20% (n = 96,000);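 active = blocking of liver enzyme CYP2C9 beyond about 50% at 5 µM, limit read from the data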; also: values of inactives mirror those of a sister screen read the other way
CYP2C19 act: cytochrome P450 2C19 (human) activation; P33261; recombinant CYP2C19, luciferin-H EGE luminescence; active compounds read high; 0 = fully inhibited enzyme, 1 = untreated enzyme; activation factor at 5 µM; 96,000 tested, under 10 active;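 active = activation factor of at least 2 at 5 µM in the primary screen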;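 also: 0 = wells with 2.5 mM tranylcypromine and 1 = vehicle-only wells; values of inactives mirror those of a sister screen read the other way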
CYP2C9 act: increases human cytochrome P450 2C9 activity; P11712; recombinant CYP2C9, luciferin-H conversion, luminescence; active compounds read high; factor 1 = untreated enzyme, 0 = blocked; activation factor at 5 µM; actives 1.4% (n = 96,000); AID 1024;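 active = activation factor of 2 or more for CYP2C9 at a 5 µM dose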;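 also: 0 = sulfaphenazole-blocked wells and 1 = vehicle-only wells; values of inactives mirror those of a sister screen read the other way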
E coli WT exp: growth inhibitors of E. coli BW25113 wild type; OD600 absorbance; growth inhibition, % at 100 µM; actives 0.15% (n = 98,000);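 active = growth inhibition above about 50% at one test dose, limit read from the data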;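 also: growth measured after 20 h incubation at 37 °C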
EphB4 ephrin blk: EphB4-ephrin-B2 interaction antagonism; P54760; EphB4 LBD / TNYL-RAW-Alexa532 peptide, fluorescence polarization; inhibition, % at 7 µM; actives 0.15% (n = 97,000);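 active = inhibition above the screen-wide mean inhibition plus 3 SD, cut at about 15% in these data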;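 also: 0% = DMSO wells and 100% = excess unlabeled TNYL-RAW peptide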
Active calls of the source: *; x = no result given.

SMILES | CYP2C19 inh | PLAP act | PostGolgi yeast | Pyk2 oligo antag | CYP2C9 inh | CYP2C19 act | CYP2C9 act | E coli WT exp | EphB4 ephrin blk
CCOC(=O)C(CCCCCOc1ccc([N+](=O)[O-])cc1)C(=O)OCC | 12 | 1.4 | 2 | 0.52 | 42 | 0.9 | 0.6 | -3 | -5
CON/C=C(\C=Nc1ccc(Cl)cc1Cl)c1ncc(C(F)(F)F)cc1Cl | -21 | 0.8 | -9 | 0.99 | -20 | 1.2 | 1.2 | -12 | 1
COCCCNC(=O)Cn1cc2c(n1)CCCCC2 | 8 | 1 | -15 | x | 1 | 0.9 | 1 | 5 | x
O=C(O)CCc1nc(-c2ccccc2Cl)no1 | -4 | 1.1 | 1 | 0.43 | -12 | 1 | 1.1 | -9 | -8
O=C(Nc1cnn(Cc2ccc(Cl)cc2)c1)c1ccc([N+](=O)[O-])cc1 | 0 | 1 | -5 | 0.33 | -3 | 1 | 1 | -8 | -1
CC(O)c1cccc(NC(=O)CCC(=O)O)c1 (stereo not drawn) | -18 | 1 | -10 | -0.48 | -20 | 1.2 | 1.2 | -16 | 19*
CCOC(=O)N1CCC(NC2CCCCCCC2)CC1 | 58* | 1.5 | -2 | 0.4 | -8 | 0.4 | 1.1 | 5 | 4
COC(=O)C(C)Sc1snnc1-c1ccccc1 (stereo not drawn) | 92* | 1.1 | -4 | 0.17 | 64* | 0.1 | 0.4 | 0 | -4
CCCc1c(C)[nH]c2ccccc2c1=O | -6 | 0.8 | -4 | -0.08 | -224 | 1.1 | 3.2* | 17 | -9
Brc1ccc(Oc2nnnn2-c2ccccc2)cc1 | 100* | 0.7 | 9 | x | 81* | 0 | 0.2 | 3 | -9
Cc1ccc(S(=O)(=O)Nc2ccnc3ccccc23)cc1 | 20 | 1 | -2 | -0.6 | -80 | 0.8 | 1.8 | 3 | -6
CC(C)(C)Sc1nc(O)cc(=O)[nH]1 | -3 | 0.9 | 6 | 0.18 | 5 | 1 | 1 | -4 | -3
CC(C)CNC(=O)CSc1nnc(CN2CCCCCC2=O)n1-c1ccccn1 | -5 | 1 | 0 | 0.6 | -11 | 1.1 | 1.1 | -4 | 11
COc1ccc(CCn2nnnc2C(c2ccc(C)cc2)N2CCN(C)CC2)cc1OC (stereo not drawn) | 2 | 1.4 | -10 | -0.11 | -1 | 1 | 1 | 8 | 5
CN(C)CCCN1C(=O)C(=O)/C(=C(/O)c2ccncc2)C1c1ccccc1 (stereo not drawn) | 3 | 1.1 | x | 0.1 | 7 | 1 | 0.9 | x | x
Cc1ccc(NC(=O)N(Cc2ccc3c(c2)OCO3)Cc2cc3cc4c(cc3[nH]c2=O)OCCO4)cc1 | -4 | 0.9 | 24 | 0.01 | -3 | 1 | 1 | -8 | -1
CCc1ccc(NC(=O)N(CCCN2CCOCC2)C(C)c2cc3cccc(OC)c3o2)cc1 (stereo not drawn) | 40 | 1.3 | -5 | 0.36 | 68* | 0.6 | 0.3 | 2 | 0
O=C(NCN1CCN(c2ccccn2)CC1)c1cnccn1 | 4 | 0.9 | -1 | 4.5 | 0 | 1 | 1 | -1 | x
O=C1c2ccccc2C(O)N1Cc1ccccc1Cl (stereo not drawn) | 81* | 1 | 0 | x | -7 | 0.2 | 1.1 | 10 | x
COC(=O)c1sc(NC(=O)COc2ccc(C)cc2)nc1C | 34 | 0.8 | -1 | -0.27 | 60* | 0.7 | 0.4 | -2 | 9
CCCCc1c(O)nc2n(c1=O)CCS2 | -20 | 0.9 | -3 | -0.65 | -22 | 1.2 | 1.2 | -2 | -4
Cc1cc(S(=O)(=O)Nc2cccc(O)c2)c(C)s1 | 92* | 1.2 | 0 | 0.04 | 30 | 0.1 | 0.7 | -6 | -4
CCN(CC)c1ccc2oc(=O)c(C)nc2c1 | 19 | 1 | -3 | 0.04 | -10 | 0.8 | 1.1 | 17 | 0
COC(=O)CNC(=O)CSc1nc(N)cc(=O)[nH]1 | -12 | 0.9 | 7 | 0.68 | 13 | 1.1 | 0.9 | 3 | -2
CCCCCn1c(SCCCC)nc2c1c(=O)[nH]c(=O)n2C | 13 | 1 | -8 | -1.4 | 32 | 0.9 | 0.7 | -7 | 3
CCCCNC(=O)Nc1ccnn1C1CCCCC1 | 57* | 1.2 | 1 | -0.1 | 15 | 0.4 | 0.8 | 7 | x
Cc1cccc(-c2nc(CSCC(=O)NCCCN3CCOCC3)c(C)o2)c1 | -9 | 1.3 | -2 | 0.9 | 4 | 1.1 | 1 | 1 | -2
Cc1ccc(C)c(NC(=O)CCC(=O)NNC(=O)C(c2ccccc2)c2ccccc2)c1 | -9 | 1.1 | -11 | -0.86 | -9 | 1.1 | 1.1 | -5 | 6
CSc1nnc(-c2ccc(S(=O)(=O)N3CCCC3)cc2)n1C | 16 | 1.2 | 3 | 0.1 | -6 | 0.8 | 1.1 | -6 | -12
COC(=O)COc1cccc(NS(=O)(=O)c2ccc(NC(C)=O)cc2)c1 | 33 | 0.9 | 3 | -0.28 | 26 | 0.7 | 0.7 | -1 | -7
COc1cccc(-c2nnc(SCc3cccnc3)o2)c1 | 46 | 1 | 5 | 0.1 | 26 | 0.5 | 0.7 | -1 | x
COc1ccc(C2C(C(=O)c3cccs3)=C(O)C(=O)N2c2nnc(C)s2)cc1OC (stereo not drawn) | 3 | 1.3 | 24 | -0.84 | 17 | 1 | 0.8 | 2 | -10
COc1ccc(C(C#N)Nc2ccccc2)cc1 (stereo not drawn) | 18 | 0.9 | -1 | x | 8 | 0.8 | 0.9 | -3 | 3
CCn1c(SCC(=O)N2CCOCC2)nnc1-c1cccs1 | 7 | 0.9 | -2 | 1.4 | 10 | 0.9 | 0.9 | 4 | 5
CCOC(=O)COc1ccccc1-c1ccno1 | 39 | 1 | 5 | 0.45 | 11 | 0.6 | 0.9 | 14 | 0
Cc1ccc(NC(=O)CSc2nnc(COc3ccc(C#N)cc3)n2-c2ccccc2)cc1C | 21 | 1.4 | -8 | 0.61 | 12 | 0.8 | 0.9 | -5 | -4
CCCCCNC(=O)CCn1c(=O)oc2ccccc21 | x | x | 9 | 0.55 | x | x | x | -1 | -1
Cn1nc(-c2ccccc2F)c2cc(C(=O)Nc3ccc4c(c3)OCCO4)sc21 | 42 | 1.6 | 20 | -2.1 | 81* | 0.6 | 0.2 | -27 | 6
CCc1ccc(C2(C)SC(NC(C)=O)=NN2C(C)=O)cc1 (stereo not drawn) | 71* | 1.1 | -7 | -0.22 | 23 | 0.3 | 0.8 | 2 | -1
CC(=O)C1=C(C)Nc2cc(C(F)(F)F)ccc2S1 | 60* | 1.3 | -1 | -0.23 | 36 | 0.4 | 0.6 | -2 | -2
Cc1ccc(C(=O)N(Cc2nc(-c3ccc(C)cc3)no2)C(C)C)cc1 | 12 | 0.9 | 0 | x | 6 | 0.9 | 0.9 | -5 | -5
COC(=O)CN(C)C1CC(=O)N(c2ccc(Cl)cc2)C1=O (stereo not drawn) | 17 | 1.4 | 0 | 0.82 | -23 | 0.8 | 1.2 | 6 | 1
CC(C)c1nc2oc3c(=O)[nH]cnc3c2c2c1CCC2 | 13 | 0.9 | -3 | -0.03 | 1 | 0.9 | 1 | 3 | -3
CC(=O)Oc1ccc2c(c1)OC(c1ccccc1)CC21CC(C)(C)NC(=S)N1 (stereo not drawn) | 1 | 0.9 | -2 | 0.56 | 11 | 1 | 0.9 | -15 | -7
C=CCNC(=O)CN1CCC(n2c(C)nc3cc(C(F)(F)F)ccc32)CC1 | -8 | 1.6 | 12 | 0.16 | 2 | 1.1 | 1 | 3 | -1

Nothing new here: 3 of the compounds above.
SMILES | CYP2C19 inh | PLAP act | PostGolgi yeast | Pyk2 oligo antag | CYP2C9 inh | CYP2C19 act | CYP2C9 act | E coli WT exp | EphB4 ephrin blk
CC(C)c1nc2oc3c(=O)[nH]cnc3c2c2c1CCC2 | 13 | 0.9 | -3 | -0.03 | 1 | 0.9 | 1 | 3 | -3
CC(=O)Oc1ccc2c(c1)OC(c1ccccc1)CC21CC(C)(C)NC(=S)N1 (stereo not drawn) | 1 | 0.9 | -2 | 0.56 | 11 | 1 | 0.9 | -15 | -7
C=CCNC(=O)CN1CCC(n2c(C)nc3cc(C(F)(F)F)ccc32)CC1 | -8 | 1.6 | 12 | 0.16 | 2 | 1.1 | 1 | 3 | -1

Entries above marked active in EphB4 ephrin blk.
smiles	CYP2C19 inh	PLAP act	Pyk2 oligo antag	CYP2C9 inh	CYP2C19 act	CYP2C9 act	EphB4 ephrin blk
CC(O)c1cccc(NC(=O)CCC(=O)O)c1 (stereo not drawn)	-18	1	-0.48	-20	1.2	1.2	19*

Continued.
SMILES | CYP2C19 inh | PLAP act | PostGolgi yeast | Pyk2 oligo antag | CYP2C9 inh | CYP2C19 act | CYP2C9 act | E coli WT exp | EphB4 ephrin blk
CCOc1cc(C2Nc3ccccc3C(=O)N2c2ccccc2)ccc1O (stereo not drawn) | 62* | 0.9 | 6 | 0.38 | 96* | 0.4 | 0 | 4 | -4
O=C(Cc1cn2ccsc2n1)Nc1nc2c(s1)CN(Cc1ccccc1)CC2 | -7 | 1.7 | 4 | 0.27 | 8 | 1.1 | 0.9 | 20 | x
CC(=O)Nc1ccc(-c2cn3ccsc3n2)cc1 | 15 | 0.9 | 0 | 0.07 | -2 | 0.9 | 1 | -6 | 3
O=C(CSc1nc2ccccc2o1)N1CCN(c2ccccc2)CC1 | 56* | 0.8 | 8 | 0.77 | 30 | 0.4 | 0.7 | -2 | -13
O=C(NCc1ccco1)Nc1cccs1 | 7 | 1.1 | 8 | 0.53 | 10 | 0.9 | 0.9 | 14 | 2
O=C(CN1C(=O)C2CCCCC2C1=O)Nc1nc(-c2ccccn2)cs1 (stereo not drawn) | 5 | x | 12 | -1.2 | 28 | 0.9 | 0.7 | -2 | 2
Cc1ccc(-n2nnnc2SCC(=O)c2cc(C)n(-c3cc(C)on3)c2C)cc1 | 49 | 0.9 | 4 | 0.46 | -25 | 0.5 | 1.3 | -11 | -1
CC1CC(=O)NN=C1c1ccc(N(C)C)c([N+](=O)[O-])c1 (stereo not drawn) | 13 | 0.9 | 2 | 0.11 | 14 | 0.9 | 0.9 | -9 | -2
Cc1csc(NC(=O)CSc2nncn2C)n1 | -13 | 0.9 | -2 | 1 | -17 | 1.1 | 1.2 | 5 | 2
CC(C)[C@H](NC(=O)NCCc1ccccc1)C(=O)O | -6 | 1 | -2 | -0.53 | -12 | 1.1 | 1.1 | -2 | -5
CCC(C)OC(=O)C1=C(C)NC2=C(C(=O)C(C(=O)OC)C(C)C2)C1c1ccc(N(C)C)cc1 (stereo not drawn) | 15 | 1.3 | 3 | -0.85 | 40 | 0.8 | 0.6 | -2 | 2
CC(C)C(=O)Nc1cccc(C(=O)Nc2nnc(C(C)(C)C)s2)c1 | -5 | 1 | 6 | -1.6 | 19 | 1.1 | 0.8 | 9 | 3
CC(CN1CCOCC1)C(=O)c1ccccc1 (stereo not drawn) | 26 | 1 | -2 | -0.02 | 2 | 0.7 | 1 | 8 | -3
C=CCSc1ncccc1C(=O)NCc1ccccc1 | 88* | 0.9 | 5 | -1.2 | 11 | 0.1 | 0.9 | 2 | -4
O=C(NC1CCCCC1)c1nn2c(C(F)(F)F)cc(-c3ccco3)nc2c1Br | 18 | 1.1 | -5 | -0.42 | 39 | 0.8 | 0.6 | 1 | 1
CCOc1ccc(N2C(=O)CSC2c2ccncc2)cc1 (stereo not drawn) | x | x | -2 | 0.04 | x | x | x | -1 | -5
CCOCCCn1c(=O)c(NC(=O)c2ccc(OCC)cc2)c2n(c1=S)CCCCC2 | 7 | 1.6 | 0 | -0.7 | 26 | 0.9 | 0.7 | -7 | -10
CN(C)c1ccc(C=NCC2(O)CCOC(C)(C)C2)cc1 (stereo not drawn) | -12 | 0.9 | 1 | 1.8 | -16 | 1.1 | 1.2 | 1 | x
CCN1C(=O)/C(=C\N2CCN(c3ccc(F)cc3)CC2)SC1=S | 13 | 0.8 | 9 | -0.73 | 22 | 0.9 | 0.8 | -18 | 8
C/C(=N\NC(=O)c1c(Br)c(C)nn1C)c1cccc(NC(=O)C2CCC2)c1 | 23 | 1.1 | -3 | 0.12 | 0 | 0.8 | 1 | 5 | 1

Screening data: PubChem, several laboratories
